All columns: NCI-60 one-dose screen, growth in % after 48 h at 10 µM unless noted; 100 = growth as untreated, 0 = no growth, -100 = all killed.
KM12 = KM12 colon cancer cells; 5% of 82,000 active; AID 1794800
SNB-19 = SNB-19 CNS cancer cells. 2.5% of 81,000 active. AID 1794751
HCT-116 = HCT-116 colon cancer | 7.3% of 82,000 active
SNB-75 = SNB-75 CNS cancer | 5% of 79,000 active | AID 1794750
SF-295 = SF-295 CNS cancer cells | 5.6% of 79,000 active
HCT-15 = HCT-15 colon cancer; 5.2% of 82,000 active; AID 1794746
SF-539 = SF-539 CNS cancer. 6.8% of 81,000 active. AID 1794752
HCC-2998 = HCC-2998 colon cancer; 4.7% of 79,000 active
SW-620 = SW-620 colon cancer. 5.2% of 82,000 active
Starred values were filed as active, the others as inactive; x = no result given. How the source made its calls: active means growth percent below 10; inactive means the rest.

1	CC/C(=C(\CC)c1ccc(OS(=O)(=O)O)cc1)c1ccc(OS(=O)(=O)O)cc1
2	O=C1OC(=O)C2C(c3ccccc3)=C(c3ccccc3)C(c3ccccc3)=C(c3ccccc3)C12 (stereo not given)
3	C=C(C)[C@@H]1CC[C@]2(C(=O)N3CCN(C)CC3)CC[C@]3(C)[C@H](CC[C@@H]4[C@@](C)(CCC(=O)O)[C@H](C(=C)C)CC[C@]43C)[C@@H]12
4	COc1ccc(/C=C/C(=O)c2cnccn2)cc1OC
5	O=C(Nc1ccc(Oc2ccc(NC(=O)Nc3ccc([N+](=O)[O-])cc3)cc2)cc1)Nc1ccc([N+](=O)[O-])cc1
6	O=C(NCCCNc1nccc(-c2c(-c3cccc(F)c3)nc3sccn23)n1)c1ccc(Cl)cc1
7	Cc1cnc2cccc(C)n2c1=O
8	c1ccc(CC(Cc2ccccc2)c2ccccn2)cc1
9	CNc1nc2ncc(-c3c(C)noc3C)cc2n1Cc1ccccc1
10	O=C1CSC(=S)N1/N=C\c1c(O)ccc2ccccc12
screen / no.,1,2,3,4,5,6,7,8,9,10
KM12,86,111,69,98,-5.9*,91,108,100,62,87
SNB-19,106,118,94,105,30,89,102,98,59,85
HCT-116,86,104,68,75,-6.3*,77,104,93,26,85
SNB-75,73,91,76,108,43,13,91,95,0.6*,87
SF-295,98,93,79,105,22,84,101,104,57,90
HCT-15,62,103,83,103,10,65,102,103,51,74
SF-539,96,110,93,106,25,102,100,103,41,82
HCC-2998,116,117,94,101,x,107,102,111,63,88
SW-620,87,112,100,103,11,117,94,102,72,92

11	CC1=C(CCN2CCOCC2)C(=O)N2N=C(c3ccc(Cl)cc3)SC2N1 (stereo not given)
12	CCCc1cc(C(CC)C(CC)c2ccc(O)c(CCC)c2)ccc1O (stereo not given)
13	O=C(O)c1ccoc1
14	CCN(CC)CCCNc1cccc2ccc(N)nc12
15	OCC1OC(c2ccc(O)cc2O)C(O)C1O (stereo not given)
16	O=C(CN1C(=O)CCC1=O)Nc1ncc(Cc2cccc(C(F)(F)F)c2)s1
17	C#Cc1cc(C(=O)Nc2ccc(CNCCN3CCOCC3)c(C(F)(F)F)c2)ccc1C
18	Clc1cccc(/C=N/Nc2nc(N/N=C/c3cccc(Cl)c3Cl)nc(N3CCCCC3)n2)c1Cl
19	N#Cc1ccccc1[N+](=O)[O-]
20	CSCCC(C(=O)O)N(CCC#N)CCC#N (stereo not given)
screen / no.,11,12,13,14,15,16,17,18,19,20
KM12,104,73,98,96,102,101,96,67,107,112
SNB-19,100,92,100,109,112,95,96,95,105,103
HCT-116,105,52,100,96,101,97,90,49,101,104
SNB-75,92,73,85,75,68,91,76,104,95,100
SF-295,105,68,101,102,80,102,100,93,98,105
HCT-15,95,57,100,96,102,102,88,66,98,106
SF-539,96,85,96,92,103,97,94,84,105,103
HCC-2998,111,100,102,100,112,98,102,97,101,91
SW-620,101,64,101,93,108,104,98,43,102,108

21	COc1ccc2c(c1)sc1nc3nc4n(c(=N)c3c(=N)n12)-c1ccccc1Sc1ccccc1-4
22	CCCCCCCCCCC(C[N+](C)(C)C/C=C/c1ccccc1)C(O)c1ccccc1 (stereo not given)
23	O=C(NNc1ccc([N+](=O)[O-])cn1)Nc1cccc([N+](=O)[O-])c1
24	CCOC(=O)c1ccc(Nc2nnc(CSc3nc(C)cc(C)n3)s2)cc1
25	CCN(CC)CCNc1nc(Cl)nc(NCCN(CC)CC)n1
26	COC(=O)[C@H]1[C@H]2C[C@@H]3c4[nH]c5cc(OC)ccc5c4CCN3C[C@H]2C[C@@H](OC(=O)/C=C/c2cc(OC)c(OC)c(OC)c2)[C@@H]1OC
27	COc1cc2nc(-c3ccc(C(F)(F)F)cc3)cc(OCCN3CCCC3)c2cc1OC
28	CCOC(=O)c1cc(-c2ccncc2)nc2c(Cl)cc(Cl)cc12
29	O=C1Nc2ccc(Br)cc2C1=Nc1ccc(F)c(Cl)c1
30	C=CC(=O)N1CCN(c2cccc(Oc3nccc(Nc4nnc(-c5ccccc5OC)s4)n3)c2)CC1
screen / no.,21,22,23,24,25,26,27,28,29,30
KM12,88,-98*,112,72,101,41,94,94,89,93
SNB-19,98,36,97,86,102,50,89,101,89,74
HCT-116,84,-88*,107,76,86,-28*,67,73,99,80
SNB-75,84,5.6*,94,93,85,47,72,80,99,94
SF-295,91,36,x,x,99,15,83,99,83,98
HCT-15,85,79,104,67,101,40,67,87,75,81
SF-539,96,41,116,82,99,72,81,93,90,89
HCC-2998,90,7.8*,113,95,115,105,82,107,108,118
SW-620,98,2.5*,99,92,95,61,91,97,88,105

31	COc1ccc2c(c1)CCNC21C(=O)N(Cc2ccc(C)cc2)c2ccccc21 (stereo not given)
32	CCOC(=O)NN(C(=O)OCC)c1cc(C)c(N(NC(=O)OCC)C(=O)OCC)cc1C
33	C#CCOc1ccc(CNC(=O)/C=C/c2ccccc2)cc1OC
34	O=C(Nc1ccccc1)Nc1nc2ccc([N+](=O)[O-])cc2s1
35	Cc1c(NC(=O)CCCN2C(=O)/C(=C/c3cn(C)c4ccccc34)SC2=S)c(=O)n(-c2ccccc2)n1C
36	CCOC(=O)Cn1c(=O)c2sc3ncccc3c2n2nnc(-c3ccccc3)c12
37	O=C1OCC2=C1C(c1cccc(F)c1)c1cc3c(cc1N2CCO)CCC3 (stereo not given)
38	O=C(N/N=C/c1cccc(S(=O)(=O)O)c1)c1ccncc1
39	COc1cccc2c1CCCC2
40	Cc1ccc(S(=O)(=O)Nc2c(C)cccc2C)cc1
screen / no.,31,32,33,34,35,36,37,38,39,40
KM12,96,102,101,3.7*,102,114,13,98,110,98
SNB-19,93,109,97,14,80,101,24,98,94,99
HCT-116,86,85,99,4.5*,96,91,11,91,97,102
SNB-75,89,89,76,x,76,77,30,x,87,93
SF-295,97,93,102,2.8*,96,110,-6.5*,x,92,97
HCT-15,98,103,103,8.6*,93,107,7.9*,107,108,103
SF-539,98,94,99,9.4*,96,105,-29*,94,93,106
HCC-2998,106,101,106,11,101,114,7.9*,97,99,96
SW-620,92,107,99,11,99,119,26,104,102,104

Screen by screen, from the results shown.
Entries 32–36 in HCT-15, in turn: 103, 103, 8.6*, 93, 107
Entries 32–36 in SF-295, in turn: 93, 102, 2.8*, 96, 110
Entries 32–36 in SNB-19, in turn: 109, 97, 14, 80, 101

(continued)
41	CCOC(=O)C1=NN(c2ccccc2)C(=O)C1N=Nc1ccc(-c2ccc(N=NC3C(=O)N(c4ccccc4)N=C3C(=O)OCC)c(Cl)c2)cc1Cl (stereo not given)
42	O=c1[nH]c2ccccc2c2ccccc12
43	O=c1[nH]nc(-c2ccccc2)o1
44	CCN(CC)C(=S)Sc1cc2c(cc1Cl)C(=O)c1ccccc1C2=O
45	Nc1ccccc1C1(c2ccccc2)N=C(c2ccccc2)C2C=CC=CC2N1 (stereo not given)
46	Cc1ccc(S(=O)(=O)OCC2OC(n3cnc4c(NC=O)ncnc43)C(OC=O)C2OC=O)cc1 (stereo not given)
47	COc1cc(C2C=C(c3ccc(Cl)cc3)N=C3SC(C)=CN32)cc(OC)c1OC (stereo not given)
48	COc1ccc(C(=O)c2nccc3cc(OC)c(OC)cc23)cc1OC
49	CC(C)(C)c1ccc(N=O)cc1
50	CCOc1ccc2nc(NC(=O)c3cccnc3Nc3ccc(OC)cc3)sc2c1
screen / no.,41,42,43,44,45,46,47,48,49,50
KM12,100,102,104,91,98,93,94,104,101,x
SNB-19,108,x,93,93,81,113,91,95,95,105
HCT-116,103,110,96,77,76,97,50,93,101,97
SNB-75,98,97,102,87,68,115,82,89,85,122
SF-295,110,93,97,96,84,98,82,93,108,104
HCT-15,101,96,113,90,94,102,85,97,83,97
SF-539,114,91,100,89,104,95,99,94,103,87
HCC-2998,119,98,85,105,105,x,101,x,95,106
SW-620,106,101,100,92,93,104,95,96,99,110

An excerpt from above in order of length of the SMILES, smallest number first.
39	COc1cccc2c1CCCC2
49	CC(C)(C)c1ccc(N=O)cc1
43	O=c1[nH]nc(-c2ccccc2)o1
42	O=c1[nH]c2ccccc2c2ccccc12
40	Cc1ccc(S(=O)(=O)Nc2c(C)cccc2C)cc1
48	COc1ccc(C(=O)c2nccc3cc(OC)c(OC)cc23)cc1OC
34	O=C(Nc1ccccc1)Nc1nc2ccc([N+](=O)[O-])cc2s1
44	CCN(CC)C(=S)Sc1cc2c(cc1Cl)C(=O)c1ccccc1C2=O
37	O=C1OCC2=C1C(c1cccc(F)c1)c1cc3c(cc1N2CCO)CCC3 (stereo not given)
36	CCOC(=O)Cn1c(=O)c2sc3ncccc3c2n2nnc(-c3ccccc3)c12
47	COc1cc(C2C=C(c3ccc(Cl)cc3)N=C3SC(C)=CN32)cc(OC)c1OC (stereo not given)
46	Cc1ccc(S(=O)(=O)OCC2OC(n3cnc4c(NC=O)ncnc43)C(OC=O)C2OC=O)cc1 (stereo not given)
screen / no.,39,49,43,42,40,48,34,44,37,36,47,46
KM12,110,101,104,102,98,104,3.7*,91,13,114,94,93
SNB-19,94,95,93,x,99,95,14,93,24,101,91,113
HCT-116,97,101,96,110,102,93,4.5*,77,11,91,50,97
SNB-75,87,85,102,97,93,89,x,87,30,77,82,115
SF-295,92,108,97,93,97,93,2.8*,96,-6.5*,110,82,98
HCT-15,108,83,113,96,103,97,8.6*,90,7.9*,107,85,102
SF-539,93,103,100,91,106,94,9.4*,89,-29*,105,99,95
HCC-2998,99,95,85,98,96,x,11,105,7.9*,114,101,x
SW-620,102,99,100,101,104,96,11,92,26,119,95,104

35	Cc1c(NC(=O)CCCN2C(=O)/C(=C/c3cn(C)c4ccccc34)SC2=S)c(=O)n(-c2ccccc2)n1C
41	CCOC(=O)C1=NN(c2ccccc2)C(=O)C1N=Nc1ccc(-c2ccc(N=NC3C(=O)N(c4ccccc4)N=C3C(=O)OCC)c(Cl)c2)cc1Cl (stereo not given)
screen / no.,35,41
KM12,102,100
SNB-19,80,108
HCT-116,96,103
SNB-75,76,98
SF-295,96,110
HCT-15,93,101
SF-539,96,114
HCC-2998,101,119
SW-620,99,106

Further entries
51	O=C(O)c1ccc(N/C=C/C(=O)c2cc3ccccc3oc2=O)cc1
52	OC1Cc2ccccc2C1Nc1cccc(C(F)(F)F)c1 (stereo not given)
53	O=C(CCCCCC1CCCCC1)OCCCl
54	Nc1ccc(CSc2ccc(Cl)cc2)cc1
55	COC(=O)c1ccc(NN)cc1
56	N#Cc1ccc(C(F)(F)F)nc1N1CCC(C(=O)Nc2ccc3c(c2)OCO3)CC1
57	N#CCSc1nc(-c2cnccn2)cc(-c2cccs2)c1C#N
58	OCn1c2ccccc2c2ccccc21
59	O=C1C=CC(=O)N1c1nccs1
60	CCCCCCC(C)OC(=O)c1ccccc1 (stereo not given)
screen / no.,51,52,53,54,55,56,57,58,59,60
KM12,100,110,96,84,94,100,96,106,99,105
SNB-19,99,107,101,92,81,x,97,106,106,104
HCT-116,94,103,96,96,103,89,95,93,101,98
SNB-75,87,75,89,74,77,78,73,84,104,84
SF-295,102,116,99,85,100,60,96,105,101,95
HCT-15,96,101,105,99,102,89,68,107,102,97
SF-539,97,98,96,89,87,95,98,90,90,100
HCC-2998,110,105,96,104,113,102,103,104,110,96
SW-620,94,103,100,100,110,101,96,100,106,114

61	CC(C)=Cc1cc(-c2cc(C=C(C)C)on2)no1
62	COC(=O)CC1OC(C)C23OC2(C(=O)c2c(C4CCC(C(C)O)N4C)ccc(O)c2C3O)C1O (stereo not given)
63	O=C(CC1(O)C(=O)Nc2ccc(Cl)cc21)c1cc2ccccc2oc1=O (stereo not given)
64	CN(C)Cc1c(O)ccc2c(C(N)=O)c(NC(=O)c3ccccc3)sc12
65	Cc1cccc(NCC(=O)Cn2cc(COc3ccc(C=Nc4cnc5ccccc5c4)cc3)nn2)c1
66	Cc1ccccc1NP1(=O)OCCCN1Cc1ccccc1Cl (stereo not given)
67	Cc1cc(C)n2c(=O)[nH]nc2c1
68	COC(=O)[C@]1(C)CCC[C@]2(C)[C@H]3C[C@H]4C(C(C)C)=C[C@]3(CC[C@H]21)[C@@H]1C(=O)/C(=C/c2ccco2)C[C@H](O)[C@@H]14
69	COc1ccc2nc3cc(Cl)ccc3c(NCCNCC(O)CO)c2c1 (stereo not given)
70	C/C(=N\n1cnc2c(sc(=S)n2-c2ccc(Cl)cc2)c1=O)c1cnccn1
71	Cn1ncc(CC(=O)O)c1NS(=O)(=O)c1ccccc1N
screen / no.,61,62,63,64,65,66,67,68,69,70,71
KM12,104,103,99,21,107,107,106,103,21,101,99
SNB-19,98,101,93,91,101,100,102,94,36,105,95
HCT-116,103,83,95,43,109,102,99,92,9.6*,94,96
SNB-75,98,101,96,49,111,82,94,94,42,83,75
SF-295,102,108,103,84,106,102,112,106,46,95,94
HCT-15,106,108,92,51,111,103,101,102,73,99,101
SF-539,105,97,92,69,100,111,94,105,x,93,99
HCC-2998,105,105,112,98,110,112,101,108,45,112,97
SW-620,112,104,84,33,120,111,109,105,15,102,112

Screening data: PubChem, NCI
